Source: PubChem BioAssay (The Scripps Research Institute Molecular Screening Center)
MITF inh: inhibitors of human MITF | O75030 | AlphaScreen MITF homodimerization, bead proximity signal | inhibition, % at 2.6 µM | 650,000 tested, 0.91% active | AID 1259374; in the data active = inhibition above about 50%;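 note: 0% = vehicle wells with protein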
GPR151 ag: activates the human receptor GPR151; 650,000 tested, 1% active; activation, % at 11.2 µM; AID 1508602; PathHunter beta-arrestin GPR151 cells, luminescence; in the data active = activation above about 4.9%;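 note: 0% = median of compound wells and 100% = cells with positive control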
TEAD-YAP block: TEAD-YAP interaction inhibition; 640,000 tested, 1.4% active; HEK-TIYL cells, TEAD-Gal4/YAP UAS-luciferase luminescence; inhibition, % at 9.12 µM; in the data active = inhibition above about 32%;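 note: 0% = median of test compound wells and 100% = reference inhibitor wells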
FBW7 act: human FBW7 E3 ligase activation, primary screen; Q969H0; AlphaScreen FBW7–phospho-cyclin E peptide binding, activator screen; normalized activity (activation), % at 26.1 µM; 650,000 tested, 0.13% active; AID 1259310; in the data active = normalized activity above about 1.9%;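 note: purified mutant Fbw7 with reduced substrate affinity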
Target sequence (Q969H0 whole entry, looked up): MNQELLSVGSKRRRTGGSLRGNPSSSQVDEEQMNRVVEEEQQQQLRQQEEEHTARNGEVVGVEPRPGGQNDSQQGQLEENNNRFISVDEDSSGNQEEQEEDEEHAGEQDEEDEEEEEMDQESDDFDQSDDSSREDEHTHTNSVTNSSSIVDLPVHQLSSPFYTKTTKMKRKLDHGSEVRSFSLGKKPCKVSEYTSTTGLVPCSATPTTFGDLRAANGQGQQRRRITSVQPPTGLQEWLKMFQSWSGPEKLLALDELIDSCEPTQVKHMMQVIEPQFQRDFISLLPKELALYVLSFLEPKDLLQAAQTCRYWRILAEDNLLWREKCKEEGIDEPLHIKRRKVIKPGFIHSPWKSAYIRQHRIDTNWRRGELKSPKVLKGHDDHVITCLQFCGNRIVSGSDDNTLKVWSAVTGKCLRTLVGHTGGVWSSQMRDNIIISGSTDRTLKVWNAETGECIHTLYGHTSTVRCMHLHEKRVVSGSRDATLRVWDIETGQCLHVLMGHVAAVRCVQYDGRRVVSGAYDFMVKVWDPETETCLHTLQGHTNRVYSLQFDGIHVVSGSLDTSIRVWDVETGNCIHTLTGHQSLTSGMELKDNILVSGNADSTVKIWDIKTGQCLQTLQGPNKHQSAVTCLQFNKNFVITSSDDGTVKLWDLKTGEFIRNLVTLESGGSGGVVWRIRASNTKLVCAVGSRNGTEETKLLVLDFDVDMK
Numbers without * were called inactive.

compound,MITF inh,GPR151 ag,TEAD-YAP block,FBW7 act
COc1cc(C2C3=C(CC(C)(C)CC3=O)N(c3ccc(C)cc3)C3=C2C(=O)CC(C)(C)C3)cc(OC)c1OC,12,-1.0,11,0.4
COc1cc(C(=O)NCC2COc3ccccc3O2)cc(OC)c1OC (stereo not given),16,-0.5,0,0.1
Cc1ccc(NC(=O)CN(c2c(C)cccc2C)S(C)(=O)=O)cc1C,1,-0.3,0,-0.1
CCCCC(=O)NC(=S)Nc1cc(C(=O)O)ccc1C,12,-0.8,5,0.3
Cc1cccc(CNC(=O)C2CC(=O)N(c3ccc(Br)cc3)C2)c1 (stereo not given),3,-0.3,5,-0.1
Cc1nc(SCC(=O)NCc2ccccc2)c(C#N)c(C)c1Cl,-1,0.7,-4,0.0
CCOC(=O)c1c(NC(=O)/C=C/c2cccs2)sc2c1CCC2,18,0.1,-10,0.3
Cc1ccc(N(C(=O)c2ccc(Cl)cc2)C2C=CS(=O)(=O)C2)cc1 (stereo not given),12,0.8,5,-0.1
CCOC(=O)C1(Cc2ccccc2)CCN(CC(O)CO)CC1 (stereo not given),13,-0.4,1,0.1
O=C1/C(=C/c2ccc([N+](=O)[O-])cc2)C=C(c2ccccc2)N1c1ccc(Cl)c(Cl)c1,8,-0.8,4,-0.1
O=C1OC(/C=C/c2ccc(Cl)cc2)=NC/1=C/c1cccc(Cl)c1Cl,-1,1.3,0,-0.1
CCOC(=O)C1C(=O)C=C(c2cccs2)CC1c1ccccc1F (stereo not given),9,2.8,1,0.8
CC(=O)Nc1nc(C)cc2c1c(=O)oc1ccccc12,12,0.2,-10,0.1
CCOC(=O)CN1C(=O)C(O)=C(C(C)=O)C1c1cccc([N+](=O)[O-])c1 (stereo not given),-24,2.0,13,0.0
Nc1nonc1-c1noc(COc2c(F)c(F)cc(F)c2F)n1,19,0.8,-10,1.2
CCc1oc2cc(OC(C)C(=O)O)ccc2c(=O)c1-c1ccc2c(c1)OCCO2 (stereo not given),-4,2.1,-3,0.1
COc1ccc(/C=N\NC(=O)Cn2nnc3ccccc32)cc1OCc1ccccc1,12,-0.6,14,-0.1
CN(C(=O)C1CCCCC1)c1nc2c(s1)CCc1occc1-2,-7,-0.4,-45,0.5
Cc1nc2cc(-c3ccccc3)nn2c(C)c1CCC(=O)Nc1ccc2c(c1)OCO2,15,0.4,21,0.2
C/C(CC(=O)C(F)(F)F)=N\NC(=O)c1ccc(O)cc1,4,1.4,-19,0.0
O=C(COc1ccc([N+](=O)[O-])cc1)Nc1ccc(F)cc1F,-20,0.9,-11,0.0
CCOc1ccccc1CN1CCN(Cc2cnc(C)s2)CC1CCO (stereo not given),11,-0.5,-4,0.4
COc1cc(Nc2nc(Nc3cccc(N(C)C)c3)nc3c2ncn3Cc2ccc(C(F)(F)F)cc2)cc(OC)c1OC,7,-1.2,-17,0.1
Cc1nc2c(c(=O)[nH]1)CCN(Cc1cc3ccccc3nc1N(C)C)C2,17,0.9,-3,0.1
Cc1cccc(NS(=O)(=O)c2c(C)n(C)c(=O)n(C)c2=O)c1,3,0.2,2,0.1
Cc1ccccc1NC(=O)CCN1C(=O)C2C3C=CC(C3)C2C1=O (stereo not given),-17,0.7,5,-0.2
CCOc1ccccc1-n1c(SCC(=O)N(C(C)C)C(C)C)nnc1-c1ccncc1,1,0.2,-4,0.1
CN1c2ncccc2C(=O)NC12CCN(C(=O)c1ccc3c(c1)OCCO3)CC2,-2,0.2,2,-0.1
Cc1csc(=Nc2ccccc2F)n1/N=C/c1ccsc1,10,-2.3,-12,0.4
CC(C)Sc1ccc(-c2ccccc2C=O)cn1,114*,0.3,0,0.5
CCCN1Cc2cccc(C(=O)Nc3ccc(C)cc3)c2C1=O,-3,0.5,-6,0.3
COc1ccc(CC(=O)Nc2ccc(-c3cn4cccc(C)c4n3)cc2)cc1OC,5,0.7,-1,-0.1
COc1cccc(/C=N/NC(=O)c2c(C)nnn2-c2nonc2N)c1OC,-2,0.9,12,0.1
COc1ccc2c(c1)C(C)=CC(C)(C)N2S(=O)(=O)c1ccc(Cl)cc1,-2,0.6,48*,-0.1
Cc1ccccc1NS(=O)(=O)c1ccc(O)c(C(=O)O)c1,-2,-0.9,0,0.0
CC(=O)NC1(c2ccccc2)CCN(CC(=O)NC(C)(C)C)CC1,12,1.0,-9,-0.1
CCOc1ccc(-n2c(SCC(=O)NCc3ccccc3)nnc2-c2ccncc2)cc1,6,2.3,2,-0.2
COc1cc(S(=O)(=O)NCCC2=CCCCC2)c(OC)cc1Cl,-11,-0.4,-2,0.0
CCCN1CCc2nnc(C3CCCO3)n2CC1 (stereo not given),-4,-0.4,-2,-0.1
O=C(CSc1ccccc1C(=O)O)Nc1ccccc1C(F)(F)F,8,0.3,15,0.2
COc1ccccc1CNC(=O)Cn1cnc2sc(C)c(C)c2c1=O,9,1.3,-4,0.0
N#CC1=C(N)Oc2n[nH]c(-c3ccc([N+](=O)[O-])cc3)c2C1c1ccc(Cl)cc1 (stereo not given),23,-0.1,2,-0.8
COc1cc(NC(=O)CCCc2nnc3n(C)c(=O)c4sccc4n23)cc(OC)c1,-4,-0.8,-8,-0.1
COC(=O)C1C(c2c(C)cc(C)cc2C)C(C(=O)OC)S(=O)(=O)CS1(=O)=O (stereo not given),-3,0.6,-1,0.1
CCCN1CC=C2C(C#N)=C(N)C(C#N)(C#N)C(c3ccc(-c4ccccc4)cc3)C2C1 (stereo not given),11,3.4,-6,0.0
COc1ccc(-c2nc3c([nH]2)c(=O)n(C)c(=O)n3C)c(OC)c1,5,1.3,5,0.1
Cc1ccc(CCNc2cc(C)nc3nc(C)nn23)cc1,12,1.5,13,0.1
COc1ccccc1OCC(=O)n1nc(N)c2c(C(F)(F)F)cc(C)nc21,-2,-1.4,-12,0.2
COc1ccc(N2C(=O)CN(C(=O)c3ccccc3)CC23CCCC3)cc1,-7,-0.9,-3,0.1
O=C(NC1CCN(Cc2ccccc2)CC1)c1cccc(-c2csc3ccccc23)c1,6,-0.5,-1,-0.1

Profiles, quoted from the list. Order of screens: MITF inh, GPR151 ag, TEAD-YAP block, FBW7 act
Entry for `COc1ccccc1OCC(=O)n1nc(N)c2c(C(F)(F)F)cc(C)nc21` = -2, -1.4, -12, 0.2
Entry for `COc1ccc(-c2nc3c([nH]2)c(=O)n(C)c(=O)n3C)c(OC)c1` = 5, 1.3, 5, 0.1
Entry for `COC(=O)C1C(c2c(C)cc(C)cc2C)C(C(=O)OC)S(=O)(=O)CS1(=O)=O` (stereo not given) = -3, 0.6, -1, 0.1
Entry for `COc1ccccc1CNC(=O)Cn1cnc2sc(C)c(C)c2c1=O` = 9, 1.3, -4, 0.0

Further structures:
compound,MITF inh,GPR151 ag,TEAD-YAP block,FBW7 act
COc1ccc(Cl)c2c1[nH]c1nc(SCc3ccccn3)nnc12,1,-0.9,9,0.0
CC(C)CCSc1nc2c(c(=O)[nH]c(=O)n2C)n1CC(O)COc1ccccc1 (stereo not given),11,-0.6,7,0.1
CC1=NN(c2ccc(C(=O)OC(C)C)cc2)C(=O)/C1=C\c1cccn1-c1ccc(S(N)(=O)=O)cc1,27,-0.5,0,0.5
O=C(Nc1nnc(Cc2ccccc2)s1)c1n[nH]c(=O)c2ccccc12,0,0.2,-3,0.0
O=C1CSC(c2c(F)cccc2Cl)N1c1cc(Cl)cc(Cl)c1 (stereo not given),3,-0.8,-8,-0.1
O=C(OCC(=O)N1CCc2ccccc21)c1ccccc1[N+](=O)[O-],0,-7.7,-28,0.0
CC(C)CNC(=O)COC(=O)c1ccc(NC(N)=O)cc1,2,2.5,6,0.1
CCOc1cc(C2C3=C(CC(C)(C)CC3=O)NC3=C2C(=O)c2ccccc23)ccc1O (stereo not given),10,0.2,-9,0.7
Cc1cc(NCN2C(=O)CSC2=O)ccc1Br,16,0.4,-5,0.1
CCCOC(=O)C(CC)Oc1ccc2c(=O)c(Oc3ccc(CC)cc3)coc2c1 (stereo not given),-4,-1.1,6,0.2
Cc1ccc(C(=O)N/C(=C/c2ccc([N+](=O)[O-])cc2)C(=O)N2CCC(C)CC2)cc1,11,-1.6,-6,0.6
CCNC(=O)Nc1ccc2nc(C)n(Cc3cccc(Cl)c3)c(=O)c2c1,3,-1.3,6,0.2
O=c1[nH][n+](-c2ccccc2C(F)(F)F)no1,2,0.3,-3,0.2
O=S(=O)(c1ccc(Cl)cc1)c1nc(-c2ccco2)oc1N1CCCCC1,-1,-0.6,-13,0.1
O=C(/C=C/c1ccccc1)Nc1ccc(S(=O)(=O)N2CCOCC2)cc1,-6,0.1,-1,0.0
CC(=O)c1c(C)oc2ccc(N(C(=O)c3ccccc3)S(=O)(=O)c3ccc(Br)cc3)cc12,-6,2.0,-6,0.1
CCN1C(=O)C(=C2CCCC2)N(CC)C1=O,6,1.1,-10,-0.2
Cc1ccc2c(cnn2C(=O)CCCC(=O)N2CCc3ccccc32)c1,8,-2.2,3,-0.2
CCOC(=O)c1c(NC(=O)CSc2nccn2C)sc2c1CCC2,0,1.0,6,-0.1
Nc1nonc1-c1noc(CCCCCN2C(=O)c3ccccc3C2=O)n1,-7,0.8,-2,-0.2

Of the compounds above, 8 contain an aryl thioether with sulfur outside any ring.
compound,MITF inh,GPR151 ag,TEAD-YAP block,FBW7 act
Cc1nc(SCC(=O)NCc2ccccc2)c(C#N)c(C)c1Cl,-1,0.7,-4,0.0
CCOc1ccccc1-n1c(SCC(=O)N(C(C)C)C(C)C)nnc1-c1ccncc1,1,0.2,-4,0.1
CC(C)Sc1ccc(-c2ccccc2C=O)cn1,114*,0.3,0,0.5
CCOc1ccc(-n2c(SCC(=O)NCc3ccccc3)nnc2-c2ccncc2)cc1,6,2.3,2,-0.2
O=C(CSc1ccccc1C(=O)O)Nc1ccccc1C(F)(F)F,8,0.3,15,0.2
COc1ccc(Cl)c2c1[nH]c1nc(SCc3ccccn3)nnc12,1,-0.9,9,0.0
CC(C)CCSc1nc2c(c(=O)[nH]c(=O)n2C)n1CC(O)COc1ccccc1 (stereo not given),11,-0.6,7,0.1
CCOC(=O)c1c(NC(=O)CSc2nccn2C)sc2c1CCC2,0,1.0,6,-0.1

Continued:
compound,MITF inh,GPR151 ag,TEAD-YAP block,FBW7 act
Cc1ccc(NC(=O)c2c(C)noc2N)cc1,-1,-0.8,2,0.2
COC(=O)c1ccc2nc(/N=C/c3ccccc3O)sc2c1,4,-0.4,3,0.3
COc1cc(Nc2nc(NCCO)c3ncn(-c4ccsc4)c3n2)cc(OC)c1OC,0,5.6*,37*,0.2
O=C1CCC([N+](=O)[O-])C(c2ccccc2Br)N1 (stereo not given),9,-0.3,13,0.1
Cc1cc(C)cc(OCC(=O)Nc2ccc(-c3nn4c(C)nnc4s3)cc2)c1,9,0.3,-6,-0.1
CC(C)(C)c1nc2ccccc2c2nnc(SCC(N)=O)n12,23,-0.5,-7,1.2
CCOc1cc(C2C(C#N)=C(N)Oc3n[nH]c(-c4ccc(OC)cc4)c32)ccc1OC(=O)N1CCOCC1 (stereo not given),5,0.0,-9,-0.3
Cc1nc(-c2ccccc2)nc(N/N=C/c2ccncc2)c1C,3,0.0,1,0.3
CN(C)CCNc1ccnc2c(-c3ccc(F)c(Cl)c3)cnn12,-24,-1.8,-32,-0.2
COc1ccc(CC(=O)NC(CC(C)C)c2nc3cccnc3n2C)cc1OC (stereo not given),-11,-1.1,-11,-0.2
O=C(N/N=C/c1ccccc1C(=O)O)C(=O)Nc1ccc(F)cc1,-15,-5.6,-13,-0.2
CC(=O)Nc1ccc(NC(=O)c2cnc(-c3ccc(C(N)=O)cc3)s2)cc1,7,0.5,6,0.0
COCCOC(=O)c1c(C)oc2ccc(OCC(=O)OCc3ccccc3)cc12,-7,-1.8,4,-0.1
Cc1ccc(-n2c(=O)c3c4c(sc3n3c(SCC(N)=O)nnc23)CCCC4)cc1,13,1.9,-5,0.5
O=C(CNC1CCCCC1)Nc1cccc(F)c1,-8,-0.6,-3,0.0
Cc1ccc(/C(O)=C2/C(=O)C(=O)N(CCC(=O)O)C2c2cccc([N+](=O)[O-])c2)cc1 (stereo not given),20,0.2,-8,0.8
Cc1ccccc1C(=O)N/C(=C/c1ccc2c(c1)OCO2)C(=O)O,8,1.9,11,0.1
COc1ccccc1N1C(=O)c2ccccc2NC1c1sccc1C (stereo not given),1,-0.6,12,0.0
COc1ccc(-n2nc(C(=O)NCC(=O)N3CCN(Cc4ccccc4)CC3)c3ccccc3c2=O)cc1OC,-4,0.2,30,0.0
Cc1nc(CC(=O)NCC2CCC3(CCN(C(=O)CC(C)C)CC3)O2)cs1 (stereo not given),-13,-1.1,0,0.0
O=C(Nc1ccc(C(=O)OC2CCCCC2)cc1)c1cncc(Br)c1,-13,-0.9,-3,0.0
CS(=O)(=O)Nc1ccc(-c2cnc3cccc(Nc4ccccn4)c3c2)cc1,23,2.1,-6,0.2
COC(=O)C1=C(C)N(Cc2ccc(OC)cc2)C(=O)C1,-33,-0.3,-8,0.0
